NOD2 inhibition – NOD2 signaling inhibitors, cell-based, luminescence, uHTS, HEK293 (AID 1566); 0.63% of 290,000 active; inhibition, % at 4 µM, or EC50 in µM where a hit was titrated; HEK293 NOD2/NF-kB luciferase reporter, luminescence; higher % means a stronger effect; note: many of its hits are not listed in these tables
XIAP displacement – small molecules displacing peptide from XIAP – biochemical, IAP family, fluorescence polarization (AID 1018) | XIAP BIR domain, fluorescence polarization peptide displacement; higher % means a stronger effect | one-dose displacement, % at 20 µM; IC50 in µM for titrated hits | 0.007% of 200,000 active; in the data active = displacement above about 50%; note: a part of the inactive calls stands beside numbers as strong as those of hits
KOR beta-arrestin-1 – KOR agonists, beta-arrestin recruitment, primary screen, cell-based, luminescence, uHTS (AID 1777); KOR beta-arrestin recruitment, luminescence; higher % means a stronger effect; activation, % at 10 µM, or EC50 in µM where a hit was titrated; 0.02% of 280,000 active; in the data active = activation above about 50%, passing the limit was not always enough; note: a part of the inactive calls stands beside numbers as strong as those of hits
TNAP activators – stimulation of alkaline phosphatase TNAP activity – biochemical, luminescent, no phosphate acceptor, uHTS, primary screen (AID 1001); 0.03% of 200,000 active; activation fold at 20 µM; hits with a dose series show EC50 in µM; purified TNAP, luminescent activation assay, no phosphate acceptor; higher activation fold means a stronger effect; in the data active = activation fold from about 3, or a potency from the dose series; inactive = the rest, 99 in 100 with activation fold below about 1.6; note: many of its hits are not listed in these tables
LYP phosphatase – inhibitors of LYP phosphatase, biochemical, fluorescence intensity, uHTS (AID 1779); recombinant LYP phosphatase, fluorescence intensity; higher % means a stronger effect; inhibition, % at 11.5 µM, or IC50 in µM where a hit was titrated; 0.054% of 290,000 active;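 note: plate controls were vehicle with enzyme for no effect and no enzyme for full effect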
KOR beta-arrestin-2 – KOR antagonists, beta-arrestin recruitment, cell-based, luminescence, uHTS (AID 1778); KOR beta-arrestin recruitment, luminescence, antagonist mode; higher % means a stronger effect; inhibition, % at 10 µM; hits with a dose series show IC50 in µM; 0.091% of 290,000 active; note: strong numbers were not always called active
human PMI inhibitors – human PMI inhibitors, high substrate, primary screen, biochemical, fluorescence intensity, high mannose 6-phosphate (AID 1220); recombinant PMI enzyme, coupled fluorescence intensity; higher % means a stronger effect; 0.66% of 190,000 active; one-dose inhibition, % at 20 µM; IC50 in µM for titrated hits
NOD1 NF-kB reporter – NOD1 signaling inhibitors, primary screen, cell-based, luminescence, uHTS (AID 1578). NOD1-driven NF-kB luciferase reporter cells, luminescence; higher % means a stronger effect. one-dose inhibition, % at 4 µM; EC50 in µM for titrated hits. 1% of 290,000 active; in the data active = inhibition mostly above about 36%, no sharp cut-off; inactive = mostly below about 34%;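 note: HEK-293T reporter cells stimulated with the NOD1 agonist gamma-tri-DAP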
PMI inhibitors – inhibitors of human PMI, primary screen, biochemical, fluorescence intensity, coupled assay (AID 1209); purified PMI enzyme, coupled fluorescence intensity; higher % means a stronger effect; inhibition, % at 20 µM, or IC50 in µM where a hit was titrated; 0.42% of 190,000 active;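 note: plate controls were DMSO vehicle for no effect and wells lacking substrate for full effect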
The depositor's hits bear a star; · = no result given; [ ] = remark or other dose. Cut-off read from the data, not from the text of the source, unless noted: active = inhibition above about 50%; inactive = the rest. An excerpt (hit frequency here may not be typical).

smiles,NOD2 inhibition,XIAP displacement,KOR beta-arrestin-1,TNAP activators,LYP phosphatase,KOR beta-arrestin-2,human PMI inhibitors,NOD1 NF-kB reporter,PMI inhibitors
COC(=O)COc1ccc2cccc(-n3cnnn3)c2c1,-3%,-3.0%,-3.8%,1.1,-8%,-2%,-8%,-35%,-10%
COc1ccccc1NC(=O)CCCC(=O)OCC(=O)c1ccc(F)cc1,11%,·,-3.3%,·,-9%,-5%,·,-15%,·
CCCn1nnc(NC(=O)/C=C/c2ccccc2)n1,-3%,-7.2%,1.2%,1.1,1%,-16%,0%,-55%,-6%
CCCCNC(=S)N/N=C/c1sccc1C,1%,-6.7%,-1.5%,1.6,2%,-3%,10%,1%,8%
Cc1nnc(NC(=O)CN2CCN(Cc3ccc(F)cc3Cl)CC2)s1,10%,·,0.4%,·,-11%,-41%[20 µM],·,-22%,·
N#CC1(c2ccccc2)CCC(=O)N1Cc1ccccc1 (configuration not stated),-4%,·,2.5%,·,-5%,0%,·,-12%,·
O=C(COc1ccc(F)cc1)N1CCCc2ccccc21,9%,·,0.8%,·,-12%,-23%,·,-21%,·
O=c1[nH]c2ccccc2n2c(-c3ccncc3)nnc12,1%,-4.8%,-0.9%,1,-4%,28%,0%,4%,2%

In another format: entries from further up.
| NOD2 inhibition | XIAP displacement | KOR beta-arrestin-1 | TNAP activators | LYP phosphatase | KOR beta-arrestin-2 | human PMI inhibitors | NOD1 NF-kB reporter | PMI inhibitors | SMILES |
| --- | --- | --- | --- | --- | --- | --- | --- | --- | --- |
| -3% | -3.0% | -3.8% | 1.1 | -8% | -2% | -8% | -35% | -10% | COC(=O)COc1ccc2cccc(-n3cnnn3)c2c1 |
| 11% | · | -3.3% | · | -9% | -5% | · | -15% | · | COc1ccccc1NC(=O)CCCC(=O)OCC(=O)c1ccc(F)cc1 |
| -3% | -7.2% | 1.2% | 1.1 | 1% | -16% | 0% | -55% | -6% | CCCn1nnc(NC(=O)/C=C/c2ccccc2)n1 |
| 1% | -6.7% | -1.5% | 1.6 | 2% | -3% | 10% | 1% | 8% | CCCCNC(=S)N/N=C/c1sccc1C |

Going on with the list:
smiles,NOD2 inhibition,XIAP displacement,KOR beta-arrestin-1,TNAP activators,LYP phosphatase,KOR beta-arrestin-2,human PMI inhibitors,NOD1 NF-kB reporter,PMI inhibitors
COc1ccc(-c2noc(CSc3nc4sc(C)c(C)c4c(=O)n3-c3ccccc3)n2)cc1,20%,-3.0%,-2.5%,1,-5%,24%,0%,-40%,10%
O=C(CCC(=O)Nc1ccc(Br)cc1)N/N=C/c1ccc(F)cc1,10%,·,-4.3%,·,-7%,30%,·,-10%,·
Cc1ccc(C2=NS(=O)(=O)N(C)C(C(=O)NCc3cccs3)=C2)cc1,16%,·,-3.3%,·,-6%,7%[20 µM],·,18%,·
O=C(COC(=O)[C@@H]1CCCN1S(=O)(=O)c1ccc(Cl)cc1)NC1CC1,-10%,·,0.9%,·,-9%,9%,·,-37%,·
COc1ccc2ccccc2c1/C=N/N1C(=O)CSC1=S,8%,-8.3%,2.3%,1,17%,-17%,11%,-25%,3%
COCc1ccc(CN2CCCC(CCC(=O)NCc3ccc(C)o3)C2)o1 (configuration not stated),13%,-7.0%,-2.3%,1.1,-6%,15%,19%,2%,20%
CCC(C)NC(=O)Cn1cnc2sc(C)c(S(=O)(=O)N3CCN(c4ncccn4)CC3)c2c1=O (configuration not stated),3%,2.4%,-0.4%,1.1,-1%,1%,2%,-22%,-8%
COc1ccc(C2Nc3ccccc3C(=O)N2c2ccccc2)cc1CSc1ccccn1 (configuration not stated),-3%,-22%,4.2%,1.1,-4%,12%,1%,-33%,12%
COc1cccc(NC(=S)N(Cc2ccco2)C(C)c2ccco2)c1 (configuration not stated),-11%,-13%,-3.5%,1.1,0%,11%,11%,-35%,20%
O=C1CN(C(=O)CC2c3ccccc3-c3ccccc32)CC(=O)N1,12%,-3.4%,-0.8%,1.1,-3%,-2%,10%,-6%,13%
COC(=O)c1cc2c(=O)n3cccc(C)c3nc2n(Cc2cccnc2)c1=N,9%,-6.3%,-1.0%,1.1,-11%,2%,6%,-10%,14%
Cn1cc(C(=O)c2ccc(F)cc2)cc1-c1nc2ccccc2n1C,12%,0.7%,-0.3%,1.1,3%,-31%,19%,-10%,20%
O=C(c1cccc(Cl)c1)C1CCCN(C(=O)c2ccc3c(c2)OCO3)C1 (configuration not stated),20%,·,-3.0%,·,-9%,1%,·,-2%,·
O=C(N/N=C/c1ccc(O)cc1O)C(=O)N/N=C/c1ccc(O)cc1O,0%,·,-3.9%,·,-11%,10%[20 µM],·,0%,·
CC(C)OC(=O)c1ccc(N2CCN(c3ccccc3F)CC2)nc1,12%,·,0.2%,·,0%,-36%,·,-8%,·
CCOc1ccc(S(=O)(=O)NCC2CCCO2)cc1NC(=O)c1ccccc1F (configuration not stated),11%,·,-3.0%,·,-15%,-18%,·,-34%,·
O=C(CSc1nc2scc(-c3ccccc3)c2c(=O)[nH]1)NC1CCCCC1,44%,-10%,5.6%,1.1,-4%,-54%,1%,68%*,-14%
c1cc(-n2cnnn2)ccc1NC1=NCCC1,12%,-1.8%,2.5%,1.1,0%,5%,0%,-3%,9%
Cc1ccc(N2C(=O)c3n[nH]c(C)c3C2c2ccco2)cc1 (configuration not stated),-26%,-7.8%,2.7%,1,-1%,-13%,12%,-52%,5%
O=S(=O)(CCN1CCN(C(c2ccccc2)c2ccccc2)CC1)C(F)(F)F,-1%,-5.0%,5.1%,0.9,-3%,-1%,20%,-1%,13%
CSc1nc(-c2ccccc2F)c(C#N)c(=O)n1C,12%,-5.3%,-0.1%,1,0%,-33%,0%,-31%,-4%
COc1ccc(/C(C)=N/NC(=O)Cn2nc([N+](=O)[O-])cc2C)cc1,-16%,·,·,·,-6%,10%,·,-2%,·
COc1ccc(NC(=O)N(CCN2CCCC2)Cc2cc3cc(OC)c(OC)cc3[nH]c2=O)cc1,4%,-1.0%,11%,1.1,-6%,1%,9%,-2%,-1%
O=C(/C=C/c1cccc([N+](=O)[O-])c1)N1CCOCC1,15%,-11%,1.5%,1.2,-8%,-10%,-7%,-2%,4%
Cc1cnc(NC(=O)Cc2ccccc2F)s1,11%,·,-6.9%,·,-8%,-3%,·,-40%,·
Cc1cc2nnc(SCC(=O)NCC(c3ccccc3)N(C)C)n2c2ccccc12 (configuration not stated),10%,·,0.1%,·,-13%,1%,·,-8%,·
CCCN(CC1CC1)C(=S)Nc1ccc(Oc2ccccc2)cc1,-1%,-3.8%,-2.6%,1.2,-2%,13%,3%,-18%,11%
COc1cc(C(=O)N(Cc2ccc(C)o2)C2CCS(=O)(=O)C2)cc(OC)c1OC (configuration not stated),3%,·,0.1%,·,-13%,22%,·,-23%,·
Cc1cc(C)nc(SCCc2ccncc2)n1,-8%,-5.3%,19%,1,1%,6%,-5%,-15%,0%
CCOC(=O)c1sc(=S)n(-c2ccccc2)c1SC,5%,-6.9%,1.6%,1.1,-5%,9%,6%,9%,12%
CC(=O)Nc1ccc(S(=O)(=O)N2CCC(C(=O)O)CC2)cc1,8%,-5.5%,-2.9%,1,-1%,-22%,-8%,-32%,-6%
O=C(Cn1c2ccc(F)cc2c2nc3n(c(=O)c21)CCS3)NC1CCCC1,10%,·,1.3%,·,-13%,-13%,·,23%,·
Cc1nc(-c2ccc([N+](=O)[O-])cc2)c(-c2ccccc2)o1,5%,·,0.7%,·,-4%,9%,·,0%,·
COc1ccccc1N1CCN(CCNC(=O)Nc2cccc(C)c2C)CC1,-13%,-4.7%,-2.6%,1.1,2%,24%,11%,-37%,13%
COCCN(C(=O)c1csnn1)C(C(=O)NC(C)(C)C)c1cccc(OC)c1 (configuration not stated),15%,-1.0%,0.1%,1.1,-6%,-44%,4%,2%,7%
O=c1cc(-c2c(F)c(F)c(F)c(F)c2F)oc2c(F)c(F)c(F)c(F)c12,-10%,-11%,0.2%,1.1,-2%,-38%,0%,99%*,12%
Cc1c([N+](=O)[O-])cc(C(=O)NCc2ccc(F)cc2)cc1[N+](=O)[O-],8%,-0.8%,-5.7%,1.1,-4%,4%,-3%,-42%,-3%
Cn1c(O)c(N=NC(=O)c2ccco2)c2ccccc21,-69%,1.6%,·,1,2%,-50%[20 µM],-5%,-20%,3%
CCOC(=O)C1CCN(S(=O)(=O)c2cc(Br)cc3c2N(C(C)=O)C(C)C3)CC1 (configuration not stated),-11%,3.0%,0.2%,1.1,5%,31%,14%,-31%,13%
Cc1ccc(OCc2cc(C(=O)N(C)Cc3cc(C4CC4)n[nH]3)no2)cc1C,4%,·,-2.6%,·,-9%,-8%,·,-22%,·
C=C(C)C1CC=C(C)/C(=N/NC(=O)c2ccoc2C)C1 (configuration not stated),1%,1.1%,-2.3%,1.2,-2%,-13%,-6%,-30%,11%
O=C(c1cc(COc2ccc(F)cc2F)on1)N1CCN(C(=O)c2ccco2)CC1,13%,·,-0.9%,·,-6%,-14%,·,-8%,·
Cc1ccc(SCCSc2ncccn2)cc1,-71%,·,3.0%,·,-5%,-52%[20 µM],·,-85%,·
CC(=O)Oc1cc(C)cc2oc(=O)cc(-c3ccccc3)c12,-2%,·,-4.6%,·,-14%,-18%[20 µM],·,-17%,·
CC(C)C1Nc2ccc(S(=O)(=O)N3CCOCC3)cc2NC1=O (configuration not stated),7%,-8.8%,-2.4%,1.2,-6%,-4%,14%,-40%,10%
Cc1[nH]n2c(=O)c3c(nc2c1-c1cccc2ccccc12)CCC3,-10%,-3.0%,1.8%,1,0%,-25%,8%,-28%,-1%
Nc1nc(SCC(=O)c2cccs2)n[nH]1,-5%,-2.4%,3.0%,1,0%,-18%,-8%,-18%,-7%
Cc1ccc(CNC(=O)C2COc3ccccc3O2)cc1 (configuration not stated),3%,-1.8%,-5.4%,1.1,-4%,7%[20 µM],5%,-39%,8%
Cc1ccsc1/C=N/N1CCN(C2c3ccccc3-c3ccccc32)CC1,6%,-2.2%,12%,1.1,-3%,0%,3%,19%,5%
COCCN=c1scc(-c2cccs2)n1/N=C/c1ccc(O)c(O)c1O,3%,-4.4%,-5.2%,0.9,-3%,1%,24µM*,32%,68%*
COc1cc(OC)c(NC(=S)Nc2cc(Cl)cc(Cl)c2)cc1Cl,5%,-4.7%,1.6%,1.1,-1%,16%,22%,-4%,16%
CC(C)(C)CN1CCNC(=O)C1CC(=O)N1CCN(c2ccccc2)CC1 (configuration not stated),-16%,·,-2.6%,·,-5%,-6%,·,0%,·
C=CCn1c(SCC(=O)NC2CCCC2)nnc1-c1ccccn1,6%,·,-1.8%,·,-6%,5%,·,-19%,·
